From PubChem BioAssay
AHR activator: activators of human aryl hydrocarbon receptor. P35869. AHR-responsive luciferase reporter cells, luminescence. activation, % at 5 µM. 320,000 tested, 2.5% active. AID 2796; in the data active = activation above about 47%;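 also: 0% = vehicle wells and 100% = reference agonist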
EBNA-1 inh: blocks EBNA-1 binding to DNA; EBNA-1 DNA binding, fluorescence polarization; inhibition, % at 14.8 µM; 300,000 tested, 0.34% active; in the data active = inhibition above about 28%
ZTA DNA inh: ZTA (EBV) inhibition in EBNA-1 counter-screen; inhibition, % at 11 µM; AID 2234; P03206; 320,000 tested, 0.15% active; ZTA-DNA binding, fluorescence polarization; in the data active = inhibition above about 33%
proCasp7 act: activates human procaspase-7, counter-screen for procaspase-3 activators. P55210. recombinant procaspase-7, Ac-DEVD-pNA absorbance 405 nm; D23A/D198A/D206A triple mutant, cannot self-cleave; scale: DMSO 0, 5 µM enzyme 100. activation, % at 8.5 µM. 330,000 tested, 0.093% active. AID 463210;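 active = percent activation above the screen-wide mean plus 3 SD, cut at about 25% in these data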
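Assay system: Uncleavable procaspase-7 mutant enzyme; Input: 2 µM procaspase-7 mutant as dispensed; Also added: DEVD-pNA substrate; Medium: Zinc-free HEPES pH 7.4 with 300 mM NaCl, 0.01% Triton X-100; Timing: 1 h compound preincubation, 2 h substrate cleavage, 25 °C; Measured by: Epi-absorbance of released pNA at 405 nm, two timepoints.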
LAP4 TOR yeast: alters LAP4-GFP fluorescence in TOR pathway yeast screen; S. cerevisiae LAP4-GFP multiplex, flow cytometry GFP, 3 h; median GFP as percent of DMSO wells; GFP response vs DMSO, % at 10 µM; 320,000 tested, 0.34% active; AID 2023;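 active = GFP response vs DMSO above a set limit, about the screen mean plus 3 SD, cut at about 150% in these data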
RPL19A-GFP yeast: yeast TOR pathway RPL19A-GFP modulation; S. cerevisiae RPL19A-GFP strain, flow cytometry, 3 h; hits give low values; percent response vs DMSO, % at 10 µM; 330,000 tested, 0.3% active; AID 2025;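 active = percent response vs DMSO below 50%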;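 also: median channel GFP fluorescence of the barcoded RPL19A-GFP strain; ratio of sample median GFP to plate DMSO average so 100% = DMSO; lower means less RPL19A-GFP as with rapamycin TOR inhibition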
MEP2-GFP yeast: alters MEP2-GFP fluorescence in TOR pathway yeast screen. S. cerevisiae MEP2-GFP strain, flow cytometry GFP, 3 h; 100% = DMSO control level. GFP response vs DMSO, % at 10 µM. 330,000 tested, 0.51% active. AID 2016;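 active = GFP response versus DMSO above a set limit, roughly screen mean plus 3 SD, cut at about 180% in these data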;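 also: median GFP fluorescence of the barcode-gated MEP2-GFP cells per well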
proCasp3 act: activates human procaspase-3; P42574; recombinant procaspase-3 D3A, Ac-DEVD-pNA absorbance 405 nm; activation, % at 8.5 µM; 330,000 tested, 0.11% active;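 active = activation above the mean of all tested compounds plus 3 SD, cut at about 21% in these data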;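 also: 0% = DMSO alone and 100% = DMSO wells spiked with extra 5 µM PC-3 D3A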
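Compound: 8.5 µM single point, 0.8% DMSO / Material: Autoprocessing-dead procaspase-3 D3A mutant enzyme / Timing: 1 h preincubation plus 2 h reaction at 25 °C / Medium: Zinc-free HEPES/NaCl buffer with 0.01% Triton X-100 at pH 7.4 / Technique: 405 nm absorbance of p-nitroaniline, reads at 0 and 120 min / Repeats: one well per compound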
Active calls of the source: *; nt = not tested or not shown; [ ] = another dose, or the depositor's remark.

Each structure is followed by: AHR activator	EBNA-1 inh	ZTA DNA inh	proCasp7 act	LAP4 TOR yeast	RPL19A-GFP yeast	MEP2-GFP yeast	proCasp3 act
1	Cc1nn(-c2ccccc2)c(C)c1C(=O)Oc1ccccc1
→ -1	-15	-14	0	113	99	95	6
2	Cc1noc(C)c1NC(=O)Nc1ccc2c(c1)C(=O)N([C@H](C)CO)C[C@H](C)[C@@H](CN(C)C(=O)Nc1ccc(C(F)(F)F)cc1)O2
→ 3	nt	nt	-9	99	104	103	1
3	Cc1ccc(CN2C(=O)CNC2=S)cc1
→ 3	-1	-9	-1	109	97	116	0
4	CCOCCOC(=O)C(C)Sc1n[nH]c(=O)[nH]c1=O (stereo not given)
→ 1	0	12	-6	104	98	98	3
5	Cc1ccccc1NC(=S)N(Cc1cccs1)C1CCCCC1
→ 1	5	4	2	101	100	97	6
6	Cc1cc(C(=O)CCl)c(C)n1-c1cccc(S(=O)(=O)N2CCOCC2)c1
→ 0	-8	1	-11	102	103	114	-6
7	COCCC(=O)N1CCCC(CCC(=O)NCc2ccc(F)c(F)c2)C1 (stereo not given)
→ -1	6	5	8	105	98	94	6
8	COc1ccc(/C=C/C(=O)C2(O)CCCCC2)cc1
→ 0	1	2	3	106	95	95	5
9	O=C(CN(Cc1ccc(F)cc1)C(=O)c1ccco1)NCc1ccc(F)cc1
→ 1	-19	-20	-3	95	99	103	7
10	CCC(=O)NNC(=O)CCC(=O)Nc1ccc(C)cc1C
→ 2	-4	-6	-13	98	95	92	6
11	CCN(Cc1ccccc1)C(=O)COC(=O)c1n[nH]c2ccccc12
→ 1	-1	9	10	106	98	101	2
12	Cc1ccnc(NC(=O)Cn2c(=O)oc3ccccc32)c1
→ 4	0	0	8	87	104	103	-4
13	CC(=O)Oc1c(C)c(OC(C)=O)c2c(c1C(C)=O)OC1CC(=O)C(C(C)=O)=C(O)C21C (stereo not given)
→ 3	-15	-10	7	84	100	103	-5
14	CC(=O)N1CCN(C(=O)c2ccc(NS(=O)(=O)c3cc(C)ccc3C)cc2)CC1
→ -2	-8	1	3	103	97	97	12
15	Cc1cc(C)c(C#N)c(Oc2ccc(F)cc2)n1
→ -4	-1	5	10	101	105	101	-4
16	COc1cc(OC)cc(C(=O)NNC(=S)NCc2ccco2)c1
→ 9	-7	-5	-6	96	95	103	6
17	CC1C(c2ccccc2)=[N+]([O-])C2(CCCC2)N1O (stereo not given)
→ -3	-8	-4	13	98	98	98	-5
18	COC(=O)[C@@H](CC(C)C)N(Cc1ccccc1)S(=O)(=O)N(Cc1ccccc1)[C@@H](CC(C)C)C(=O)OC
→ 1	nt	nt	2	84	99	92	-1
19	CCCCc1nnc(NC(=O)CN2C(=O)NC3(CCCCC3)C2=O)s1
→ 2	-7	7	6	90	94	103	3
20	O=C(Cc1cccs1)OCC(=O)c1ccco1
→ 0	7	-2	-3	99	92	107	5
21	Cc1cccc(C2=NN(c3ccc(Br)cc3)[C@@H](C(=O)N3CCOC3=O)[C@@H]2c2ccc(F)cc2)c1
→ -3	3	-12	26*	119[may fluoresce violet]	69[may fluoresce violet]	296*[may fluoresce violet]	35*
22	CCCCCC(=O)NN=C1CCN(Cc2ccccc2)CC1
→ 3	5	2	-4	94	99	99	-7
23	CC(=O)Nc1cccc(/C(C)=N/NC(=O)c2ccccc2Cl)c1
→ 2	-6	-2	6	104	108	107	-1
24	C/C(=N/NC(=O)c1cccs1)c1ccco1
→ 23	-5	3	-2	103	108	107	-5
25	O=C(CSc1nc2ccccc2s1)N1CCOCC1
→ 8	-9	-16	1	106	101	103	-1
26	CCc1ccc(NC(=O)COc2coc(CN3CCc4ccccc4C3)cc2=O)cc1
→ 1	10	4	5	117	103	111	-9
27	CCOc1ccc(OCCOCCN2CCCC2)cc1
→ -2	-1	-1	1	98	103	112	-12
28	O=S(=O)(NCCCN1CCOCC1)c1ccc(Cl)cc1
→ 2	-19	-18	-7	103	102	104	0
29	CC1CCc2nc3ccc(S(=O)(=O)N4CCC(C(=O)NCc5ccccc5Cl)CC4)cc3c(C(=O)O)c2C1 (stereo not given)
→ 0	5	-13	-6	92	99	108	-2
30	COc1ccc(NC(=O)CN(C)C(=O)CSc2ccc(Br)cc2)cc1
→ 0	nt	-13	0	89	88	92	4
31	COc1ccc(Cn2cnc3c([N+](=O)[O-])c(C)c(C)cc32)cc1
→ 7	-7	-17	14	102	102	94	11
32	Cc1ccc(CN2CCN(C(=O)c3ccncc3)CC2)cc1
→ -3	8	14	19	98	104	100	10
33	O=C(CSc1nnc(CNC(=O)c2c(F)cccc2Cl)o1)NCc1ccc(F)cc1
→ 2	0	-3	-3	94	105	104	3
34	Cc1ccc(S(=O)(=O)N2CCCCC2C(=O)O)s1 (stereo not given)
→ 0	3	-14	-7	98	95	93	-7
35	CCN(C[C@H]1N[C@@](C)(C(=O)OC)[C@H]2C(=O)N(C)C(=O)[C@@H]12)S(=O)(=O)c1ccccc1
→ -1	nt	nt	3	101	102	95	0
36	CCOCCn1c(SCc2ccccc2)nc2c1c(=O)[nH]c(=O)n2C
→ 0	-6	0	-5	89	93	93	2
37	O=C(NC1CC1)C1CCC(=O)N1C1CCCC1 (stereo not given)
→ -2	-21	8	-5	106	103	107	-4
38	Cc1ccc(CN2CCNC(=O)C2CC(=O)NCc2csc(C(C)C)n2)cc1 (stereo not given)
→ 3	-5	-1	3	101	113	109	-4
39	O=C(NCc1ccc(F)cc1)C1CCCN1S(=O)(=O)c1cccc2nsnc12 (stereo not given)
→ 0	-6	1	3	91	107	107	6
40	COc1ccc(CNC(=O)COC(=O)C(CCSC)NC(=O)c2ccco2)cc1OC (stereo not given)
→ -1	nt	-4	11	95	96	102	6
41	CN(c1ccccc1)S(=O)(=O)c1cccc(C(=O)Nc2ncn[nH]2)c1
→ 3	0	-4	12	98	96	104	5
42	O=C(/C=C/c1ccc2c(c1)OCO2)Nc1ccc(Cl)cn1
→ 9	12	0	11	103	102	107	4
43	CC(=O)Cc1nsc(NC(=O)c2oc(-c3ccccc3Cl)cc2C)n1
→ 40	1	11	-7	105	95	99	6
44	CCOc1ncccc1C(=O)NNC(=O)c1cccc(S(=O)(=O)Nc2ccccc2OC)c1
→ -1	2	2	6	111	97	98	6
45	CC(C)(C)NC(=O)[C@H]1CC[C@H]2[C@@H]3CC[C@H]4NC(=O)C=C[C@]4(C)[C@H]3CC[C@]12C
→ -2	-6	2	-2	88	90	83	3
46	COc1ccc(OC)c(NC(=O)Nc2nnc(N3CCCCC3C)s2)c1 (stereo not given)
→ 17	-2	-19	4	98	91	90	8
47	O=C(Cc1ccc(F)cc1)NC1CCCCCC1
→ -3	-8	9	-1	95	102	102	10
48	CN(C(=O)COC(=O)C1CCN(S(=O)(=O)c2c(Cl)cccc2Cl)CC1)c1ccccc1
→ -4	-10	5	7	95	88	91	7
49	Cc1cc(C)n2nc(-c3cnn(C)c3C(F)(F)F)cc2n1
→ -7	7	9	5	111	100	108	-8
50	O=C(Cc1n[nH]c(=O)c2ccccc12)NC(c1ccccc1)c1ccccc1
→ 4	-5	-18	3	103	97	94	0
51	COc1ccc(N/C(N)=N/c2nc(C)cc(=O)[nH]2)cc1
→ 17	0	5	3	104	104	108	1
52	O=c1c2ccccc2nc(-c2ccco2)n1-c1nc2ccccc2s1
→ 14	-1	-8	8	100	100	101	18
53	Cc1ccccc1CC1(CO)CCCN(C(=O)c2ccccc2Cl)C1 (stereo not given)
→ 0	-6	2	8	89	103	104	-1
54	CC(CCc1ccccc1)NC(=O)c1nnc(Cc2ccc(Cl)cc2)o1 (stereo not given)
→ 2	-9	-21	3	103	98	94	2
55	COCCN(C(=O)COC(=O)COc1ccc(Cl)c(C)c1)c1c(N)n(Cc2ccccc2)c(=O)[nH]c1=O
→ -1	-3	5	-7	98	103	109	4
56	CCC(Cc1ccccc1)NC(=O)c1cc(S(=O)(=O)N2CCCCC2)c[nH]1 (stereo not given)
→ 2	3	-3	10	105	100	127	6
57	COC(=O)NNC(=O)c1ccccc1OC
→ 15	-4	-1	4	112	97	95	1
58	CCCCOC(=O)C1=C(C)NC(=O)NC1c1ccc(N(C)C)cc1 (stereo not given)
→ 6	-2	4	0	94	102	106	1
59	CCN(CC)/C(Sc1ccccc1)=C(\C(Cl)=C(Cl)Cl)[N+](=O)[O-]
→ 1	5	23	6	87	105	102	3
60	COc1ccc(NC(=O)C(=O)NNC(=O)COc2ccc(OC)cc2)cc1
→ 0	-1	0	-2	101	105	104	-12

(further entries)
Each structure is followed by: AHR activator	EBNA-1 inh	ZTA DNA inh	proCasp7 act	LAP4 TOR yeast	RPL19A-GFP yeast	MEP2-GFP yeast	proCasp3 act
61	COc1ccc(/C=C2/N=C(SC)NC2=O)cc1OC
→ 3	-7	5	-9	108	102	101	-11
62	O=C1N=C(N2CCCCC2)S/C1=C\c1ccccc1F
→ 8	-16	4	4	94	100	100	3
63	CCOC(=O)N1CCN(C(=O)C(=O)c2cn(CC(=O)N3CCCCCC3)c3ccccc23)CC1
→ 12	7	6	-7	75	106	99	-10
64	Cc1nn(-c2ccc(C(=O)O)cc2)c(=O)c2ccccc12
→ 1	-7	4	11	101	99	103	7
65	CCCn1nnc2c(=O)oc3ccccc3c21
→ 2	3	-15	3	87	102	102	-1

Some of the entries above in another layout.
nr | Compound | AHR activator | EBNA-1 inh | ZTA DNA inh | proCasp7 act | LAP4 TOR yeast | RPL19A-GFP yeast | MEP2-GFP yeast | proCasp3 act
62 | O=C1N=C(N2CCCCC2)S/C1=C\c1ccccc1F | 8 | -16 | 4 | 4 | 94 | 100 | 100 | 3
63 | CCOC(=O)N1CCN(C(=O)C(=O)c2cn(CC(=O)N3CCCCCC3)c3ccccc23)CC1 | 12 | 7 | 6 | -7 | 75 | 106 | 99 | -10
64 | Cc1nn(-c2ccc(C(=O)O)cc2)c(=O)c2ccccc12 | 1 | -7 | 4 | 11 | 101 | 99 | 103 | 7
65 | CCCn1nnc2c(=O)oc3ccccc3c21 | 2 | 3 | -15 | 3 | 87 | 102 | 102 | -1
